p53ts 32C tox: kills p53ts cells at the permissive temperature; H1299-p53A138V at 32C, ATP luminescence viability, 24 h; Potency, µM (top dose mostly 46.1 µM), without a hit: at the top dose activity change, negative = cytotoxicity, usual class: cytotoxic; 130,000 compounds, 0.93% hits;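 further: 0% = DMSO and -100% = full killing by reference compound; nearly all actives have a fitted effect of over 55% in size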
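H1299-p53 A138V cells (temperature-sensitive p53) exposed 24 h to up to 46 uM compound at 32C, where p53 is wild-type in conformation. Viability read as ATP luminescence and normalised to DMSO and 100 uM tamoxifen. AC50 fitted with the Hill equation.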
p53ts 39C kill: cytotoxicity in p53ts cells at nonpermissive temperature. 130,000 compounds, 1.5% hits. AID 902. Potency, µM (series often up to 46.1 µM), for inactives: at the highest dose activity change, negative = cell killing, most hits filed as cytotoxic. H1299-p53A138V viability at 39C, ATP luminescence, 24 h; further: nearly all actives have a fitted effect of over 55% in size
Imprint erasure: induces erasure of genomic imprints in mouse ES cells; 110,000 compounds, 0.02% hits; mouse ES Peg3-LacZ reporter, beta-gal luminescence, 40 h; Potency, µM (doses to about 60.7 µM), for the others: at the highest dose activity change, positive = activation, hits mostly activators;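 further: 0% = negative control wells on the plate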
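Gelatin-coated wells received 300 freshly trypsinized female ES cells with a Peg3LacZ-Neo reporter on the maternal allele, then incubated 40 hours at 37C. BetaGlo was added for 5 minutes at room temperature before a single luminescence read.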
IkB signaling: inhibitors of IkB signaling in ABC-DLBCL cells | ABC-DLBCL IkBa-CBG/CBR dual luciferase ratio, 4 h; response scale: scaled: untreated 0%, proteasome inhibitor 100% | Potency, µM (doses to about 57.1 µM), for inactives: top-dose IkBa stabilization activation | 110,000 compounds, 0.04% hits | AID 445; active means well fitted curve in the direction sought with a large enough effect in the signal ratio, not every such curve was filed as active; inconclusive means small, poorly fitted or top-dose-only effect, or a change in a side signal; the % refers to the signal ratio;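 further: the direction sought is a rising ratio; 0% = basal untreated cells and 100% = reference inhibitor full response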
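Curves were fitted separately to fusion (green), unfused (red) and ratio luminescence, then classed by r2, magnitude and activity. Cells: OCI-Ly3, 4 h compound plus doxycycline at 37C; 10 uM MG-132 defined full response.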
An asterisk follows results filed as active; ? = inconclusive; . = no result given; [ ] = another dose, or the depositor's remark. Unless noted, the call rests on the fitted dose curve; in most records, active means well fitted curve in the direction sought with a large enough effect; inconclusive means small, poorly fitted or top-dose-only effect, or another doubt; inactive means no such curve, though single readings can be large; an effect the other way counts as inactive or inconclusive. Unless noted, on the % scale 0 is the no-effect control and ±100 the full control effect; potency means the concentration at half of the fitted maximal effect. The order is random; about 1.7% have a hit in one of these screens.

SMILES | p53ts 32C tox | p53ts 39C kill | Imprint erasure | IkB signaling
COc1ccc(C2=NN(CC(=O)NCCCN(C)c3ccccc3)C(=O)CC2)cc1 | -10% | -22% | -13%[10.9 µM] | -0.3%
COC(=O)c1cc(NC(=O)Nc2ccc3snnc3c2)cc(C(=O)OC)c1 | -11% | 1% | 15%[10.9 µM] | -1.2%
COc1cc2c(cc1O)[C@@H](c1cc(O)c(O)c(OC)c1)[C@@](O)(C(=O)O)[C@@H](CO)[C@@H]2O | 2%[9.22 µM] | -2%[9.22 µM] | -2%[10.9 µM] | 0.4%[11.4 µM]
CC/C(=N/Nc1ccccc1Cl)c1cnnc(-c2ccccc2)n1 | -6% | -8% | . | .
CCn1c2ccccc2c2nnc(SCC(=O)NC(CC(C)C)C(=O)OC)nc21 (stereo not drawn) | 6% | -9% | -10% | 0.1%
Cc1ccc(N2CCN(S(=O)(=O)c3cc(C(=O)Nc4cc(Cl)cc(Cl)c4)ccc3F)CC2C)cc1 (stereo not drawn) | 5% | -12% | 14%[10.9 µM] | ?
O=C(CSc1nc2ccccc2[nH]1)N=Nc1c(O)[nH]c2ccccc12 | 11% | -7% | . | .
CCn1cc(C(=O)N2CCCCC2)c(=O)c2cc(S(=O)(=O)N3CCC(C)CC3)ccc21 | 6% | 7% | -4% | 0.1%
O=S(=O)(c1ccc(Br)s1)N1CCCCC1 | -3% | 1% | -27% | 2.6%
O=C1CCc2cc(S(=O)(=O)NC(C(=O)NCc3cccnc3)c3ccccc3)ccc2N1 (stereo not drawn) | -4% | 4% | -5% | 1.6%
COC(=O)c1ccc(Cn2nc(C)c(Br)c2C)cc1 | -2% | -11% | -13% | -1.5%
C#CCCCO/N=C1/C[C@@H](O)[C@@H](O)[C@@H]2[C@@H]3C(=O)N(C4CCCCC4)C(=O)[C@H]3CC[C@H]12 | 2%[9.22 µM] | 9%[9.22 µM] | . | .
O=C(NCc1ccco1)c1cccc(S(=O)(=O)N2CCOCC2)c1 | 4% | 6% | -2% | 4.2%
Cc1nc(CNS(=O)(=O)c2ccccc2F)cs1 | -6% | 1% | -1% | 1.8%
Cc1cc(C=C2C(=O)c3ccccc3C2=O)c(C)n1C | -1% | -16% | . | .
Cc1cccc(-c2nc(CCNC(=O)Cc3ccc(F)cc3)cs2)c1 | 8% | -24% | ? | -2.9%
CCN(CC)C(=O)c1sc2c(c1C)c(=O)n(-c1ccccc1)c(=O)n2CC(=O)N(CC)c1cccc(C)c1 | 7% | -1% | -9%[10.9 µM] | 1.7%
Cc1ccc(-n2c(N)c(C(=O)Nc3c(C)n(C)n(-c4ccccc4)c3=O)c3nc4ccccc4nc32)cc1C | ? | -28% | . | .
O=C(O)c1sc(Nc2ccccc2)nc1-c1ccccc1 | 6% | 2% | -10%[10.9 µM] | 47%
CCOc1ccc(NC(=O)CCC(=O)N2CC(C)Oc3ccc(C)cc32)cc1 (stereo not drawn) | -2% | 22% | -9%[10.9 µM] | 0.8%
Cc1ccccc1Nc1nnc(-c2ccc(C)c(S(=O)(=O)NCC3CCCO3)c2)c2ccccc12 (stereo not drawn) | 11% | 5% | -13%[10.9 µM] | ?
CCOC(=O)Cc1cnc(NC(=O)Cn2nnc(-c3ccc(OCC)cc3)n2)s1 | -11% | -26% | -3% | ?
CCOc1ccc(S(=O)(=O)N(CC(=O)NCCSCc2ccc(C)cc2)c2ccccc2)cc1 | 0% | -7% | -15%[10.9 µM] | -1.0%
COc1ccc(/C=C/C(=O)Nc2cc(-c3nc4ccccc4o3)ccc2OC)cc1 | -20% | ? | -18%[10.9 µM] | ?
O=S(=O)(c1ccc(S(=O)(=O)N2CCCC2)cc1)N1CCCCCC1 | -1% | -2% | -1% | 0.3%
CCc1ccccc1NC(=O)CCc1c(C)nn(-c2ccc(N3CCOCC3)nn2)c1C | 1% | -9% | -11%[10.9 µM] | -1.4%
CCn1c(C)c(C)c2cc(C(=O)NCc3cccc(C)c3)ccc21 | 15% | -4% | -4%[10.9 µM] | ?
Cc1cc(C)n(-c2nc3ccccc3n3cnnc23)n1 | 2% | 7% | ? | -1.7%
CCc1ccccc1NC(=O)c1cc2c(Cl)nc3ccccc3c2s1 | 8% | -29% | -10%[10.9 µM] | ?
Cc1ccccc1NC(=O)Cn1c(=O)n(-c2ccc(CC(=O)NCC3CCCO3)cc2)c(=O)c2ccccc21 (stereo not drawn) | 10% | 5% | -6%[10.9 µM] | 1.0%
Cc1ccc(S(=O)(=O)n2ccnc2)cc1C | 4% | 8% | -4% | -0.1%
N#Cc1nc(-c2ccc(OCc3ccccc3)cc2)oc1NCCN1CCOCC1 | -14% | -10% | -22% | -3.1%
COc1ccc(Cn2nnnc2C(c2ccccn2)N2CCN(c3cc(Cl)ccc3C)CC2)cc1 (stereo not drawn) | 3% | -17% | -11% | 17%
COc1ccc(C2CC(C(F)(F)F)n3ncc(C(=O)O)c3N2)cc1OC (stereo not drawn) | -3% | 0% | -3% | -2.2%
COc1ccccc1NC(=O)c1ncoc1-c1ccco1 | 5% | -10% | -11%[10.9 µM] | 3.5%
O=C(c1ccc2c(c1)N(Cc1ccc(Cl)cc1)C(=O)c1ccccc1S2=O)N1CCOCC1 (stereo not drawn) | -3% | -21% | 5%[10.9 µM] | ?
Nc1nc(C2CC2)c(Sc2sc(N)nc2C2CC2)s1 | 9% | -19% | -6% | ?
COc1ccccc1C(=O)Nc1ccc(C(=O)OCc2cc(=O)n3nc(C)sc3n2)cc1 | -13% | -19% | -22%[10.9 µM] | 0.8%
CC(C)Cn1c(-c2ccc(Cl)cc2)cnc1SCC(=O)N1CCOCC1 | 6% | 5% | -14% | ?
Cc1ccc(OCC(=O)Nc2ccc(O)c(-c3nc4ccccc4o3)c2)cc1 | ? | ? | -28% | -0.6%
CCN(CC)CCCNC(=O)c1nn(C)c2c1CSc1ccccc1-2 | ? | 20µM* | 8%[10.9 µM] | ?
COc1ccc2c(c1)CCc1c(C(=O)Nc3c(C)nn(Cc4ccccc4Cl)c3C)noc1-2 | 5% | -15% | -14%[10.9 µM] | ?
CCCc1[nH]nc2c1C(c1cccnc1)C(C#N)=C(N)O2 (stereo not drawn) | 4% | -6% | . | .
COC(=O)N1CCCc2cc(S(=O)(=O)N3CCN(c4ccccc4)CC3)ccc21 | -1% | 14% | -7%[10.9 µM] | ?
Cc1ccc(N2CC(NC(=O)CCc3ccccc3)CC2=O)cc1C (stereo not drawn) | -2% | -13% | -8%[10.9 µM] | 1.9%
CC(=O)Nc1nc(=O)c2ccccc2s1 | -4% | -3% | -18% | 1.8%
CCOc1ccc(/C=C/C(=O)c2cccs2)cc1 | 25µM* | -12% | -45%[inhibitor] | .
CCCn1c(SCc2nc(-c3cccs3)no2)nnc1-c1ccncc1 | -4% | 3% | -1% | 0.2%
Cc1ccc(Cl)cc1NC(=O)c1oc2c(c1C)-c1[nH]ncc1CC2 | 1% | 19% | 11%[10.9 µM] | -2.6%
COC(=O)c1ccccc1NC(=O)C1CCN(S(=O)(=O)c2cc(C)ccc2OC)CC1 | 19% | 4% | -14% | ?
Next part.
SMILES | p53ts 32C tox | p53ts 39C kill | Imprint erasure | IkB signaling
CCn1c2ccccc2c2cc(NC(=O)COc3ccc(C)c(C)c3)ccc21 | -6% | ? | -7%[10.9 µM] | 2.0%
Cc1ccc(C)c(N2CCN(CCCNC(=O)Nc3ccc(Cl)cc3)CC2)c1 | ? | 10µM* | -11%[10.9 µM] | -6.9%
Cc1ccc(C)n1-c1nnc(N2CCCC(C(=O)NCc3cccc(Cl)c3)C2)s1 (stereo not drawn) | 0% | -14% | -15%[10.9 µM] | ?
Cc1cccc(-n2c(=O)c3c(c4cc(C)ccc4n3C)n(C)c2=O)c1 | 13% | 14% | 13%[10.9 µM] | ?
O=C(O)CCC(=O)Nc1ccc(N2CCCCCC2)cc1 | -23% | ? | -13% | ?
COCCn1c(SCC(=O)Nc2nnc(C)s2)nnc1-c1cc2ccccc2cc1O | 4% | -1% | . | 7.0%
Cn1c(=O)[nH]c(=O)c2c1nc(CN1CCOCC1)n2CCCc1ccccc1 | -8% | 9% | 8% | -0.2%
O=S(=O)(NCCN1CCCC1)c1cccc2cccnc12 | 3% | 4% | -11% | 2.9%
Nc1nc(SCc2ccccc2)ns1 | -12% | 5% | -11% | -0.4%
CCCNS(=O)(=O)c1ccc(CCC(=O)NCc2ccc3c(c2)OCO3)cc1 | -18% | -13% | -8% | 1.1%
Cc1cc(N)ccc1NC(=O)c1ccccc1 | 11% | 1% | -5% | 1.2%
O=C(CCCCCn1c(=S)[nH]c2cc3c(cc2c1=O)OCO3)N1CCN(C2CCCCC2)CC1 | ? | -5% | -39%[inhibitor] | 3.1%
CCOc1ccc(Cn2c(O)cc(=O)[nH]c2=O)cc1 | -4% | 9% | . | .
COCCCNC(=O)CN1C(=O)c2ccccc2C1=O | 17% | 0% | -4% | 0.4%
CC(C)OC(=O)CSc1nc2ncc(Cl)cc2[nH]1 | 4% | 6% | -8% | -2.5%
CCc1c(C)nc2ncnn2c1N1CCCC(C(=O)NCc2ccc3c(c2)OCO3)C1 (stereo not drawn) | 1% | -5% | -15% | ?
COc1ccccc1CNS(=O)(=O)c1ccc2c(c1)NC(=O)CC(=O)N2 | 1% | 15% | -7%[10.9 µM] | ?
Cc1ccc(C)c(N2CCN(S(=O)(=O)c3cc(C(=O)Nc4ccc(Oc5ccccc5)cc4)ccc3F)CC2)c1 | -2% | -23% | -24%[10.9 µM] | -1.6%
Cc1nn2c(=O)cc(COc3ccc(/C=C(\C#N)C(=O)Nc4ccccc4)cc3Cl)nc2s1 | 4% | -16% | 21%[10.9 µM] | -0.8%
O=C(c1ccncc1)N1CCC2(CC1)CCN(c1ccc(-c3ccccc3)cc1)CC2 | -9% | -17% | . | 5.3%[11.4 µM]
CN=C1SC(CC(=O)Nc2cccc(C(F)(F)F)c2)C(=O)N1C (stereo not drawn) | 0% | -4% | -9% | -1.7%
Cc1csc2nc(CNC(=O)CCC(=O)O)cn12 | 4% | 4% | 2% | -0.7%
Cc1ccc(NC(=O)CCN2C(=O)c3ccncc3C2=O)cc1 | 0% | -1% | -5% | 5.0%
c1ccc2c(CC3NCCN3)cccc2c1 | 1%[9.22 µM] | -8%[9.22 µM] | -9%[10.9 µM] | -0.8%[11.4 µM]
CCc1ccc(S(=O)(=O)NCc2cn3ccccc3n2)s1 | 21% | -3% | -4% | -0.8%
Cc1cccc(Cn2c(=O)n(Cc3ccccc3)c(=O)c3sc4ccccc4c32)c1 | 4% | -20% | -11%[10.9 µM] | 3.0%
CCc1c(C)sc2c1CCN(C(=O)Nc1ccccc1C(F)(F)F)C2c1ccccc1 (stereo not drawn) | 6% | 4% | -15%[10.9 µM] | ?
COc1ccc(NC(=O)N2CC[C@@]3(CCCN(C(C)=O)C3)C2)cc1 | 0% | 1% | . | -2.9%[11.4 µM]
CCN(c1ccccc1)c1ncnc2c1cnn2-c1ccc(C)cc1C | -1% | -7% | -6%[10.9 µM] | -2.8%
COc1cccc(OCC(=O)N(Cc2nc(-c3ccc(Cl)cc3)no2)C(C)C)c1 | 14% | 8% | -18% | ?
COc1ccc(S(=O)(=O)N(CC(=O)N2CCCC2)Cc2ccccc2)cc1 | 2% | 1% | . | .
O=S(=O)(NCc1ccco1)c1cccc(S(=O)(=O)N2CCOCC2)c1 | -3% | -3% | -4% | 0.2%
